LDHA block: inhibitors of human lactate dehydrogenase A; purified LDHA, NADH/diaphorase-resazurin fluorescence; stronger effect = lower value; activity change, % (values are at about 110 or 230 µM); 480,000 compounds, 0.15% hits; AID 1347041; in the data active = activity change below about -30%; inconclusive = mostly about -25% to -30%;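 note: plate controls were DMSO wells for no effect and wells without enzyme for full effect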
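LDH5 2 nM; NADH 0.06 mM, pyruvate 0.2 mM; 200 mM Tris pH 7.4, EDTA, Tween-20; 5 min RT. Detection: diaphorase 0.133 mg/mL + resazurin 37 µM, fluorescence ex540/em590 at 0 and 20 min; normalized to enzyme-free and DMSO wells.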
* marks the source's active call; other numbers are inactive results; ? = inconclusive.

The opening 2 compounds as a preview:
molecule	LDHA block
CCC(=O)Nc1ccccc1-c1nc2ccccc2n(CC(=O)Nc2ccc(NC(C)=O)cc2)c1=O	-1.7
CC(=O)NC1=NN(C(C)=O)C2(S1)C(=O)N(CC(C)C)c1ccc(Br)cc12 (configuration not stated)	5.1

All compounds of this part (from the top)
molecule	LDHA block
CCC(=O)Nc1ccccc1-c1nc2ccccc2n(CC(=O)Nc2ccc(NC(C)=O)cc2)c1=O	-1.7
CC(=O)NC1=NN(C(C)=O)C2(S1)C(=O)N(CC(C)C)c1ccc(Br)cc12 (configuration not stated)	5.1
CCOc1ccc(-c2cc(=O)c3ccc(NC(=O)c4ccccc4C)cc3o2)cc1	18.5
Cc1c(Cl)cccc1NC(=O)C1CCN(S(=O)(=O)c2ccc(N3CCCC3=O)cc2)CC1	-1.9
O=C(c1ccccc1)c1ccc(C2CC2)cc1	-5.6
COc1ccc(-n2nc(C(=O)O)c3csc(N)c3c2=O)cc1	14.2
Cc1cc(C(C#N)c2ccc(Cl)cc2)c(Cl)cc1N (configuration not stated)	8.0
CC(=O)Oc1ccc2c(=O)c(-c3ccc(Cl)cc3)coc2c1	0.7
CC(C)NC(=O)c1cc2cc(Br)ccc2[nH]1	-6.2
CCOC(=O)c1ccc(Nc2nc3ccccc3nc2NS(=O)(=O)c2ccc(C)cc2C)cc1	1.9
Cc1cccc(C(=O)Oc2cccc(OC(=O)c3cccc(C)c3)c2C)c1	2.3
Cc1cccc(N2CCN(C(=O)CNC(=O)NCc3ccc(F)cc3)CC2)c1C	-5.0
OCc1cccc(Nc2ncnc3ccsc23)c1	4.5
COc1ccc(C2=NOC(Cc3cc(OC)c4c(c3OC)OCO4)C2)cc1 (configuration not stated)	-0.3
O=C(Nc1cc(-n2cnnn2)ccc1Cl)c1ccc(Br)o1	-4.6
O=S(=O)(c1ccc2oc3ccc(S(=O)(=O)N4CCOCC4)cc3c2c1)N1CCOCC1	10.7
O=C(NC1CC1)C1CCN(Cc2ccc(Cl)cc2)CC1	6.3
CC(C)CNC(=O)NC(=O)CN(C)CCCc1ccccc1	-1.1
CCN(CC)C(=O)CSc1nc(-c2ccccc2)c(-c2ccccc2)o1	0.2
CC(C(=O)N(C)CC(=O)Nc1ccccc1C(F)(F)F)N1CCCC(C(F)(F)F)C1 (configuration not stated)	2.2
O=C(CC1C=CCC1)N(Cc1ccco1)C1CC1 (configuration not stated)	-3.5
COC(=O)c1ccc(OCCOc2ccc(F)cc2)c(OC)c1	-18.9
CCOC(=O)C1CCC(CNC(=O)N2CCCC2c2ccccc2C)CC1 (configuration not stated)	7.6
CCOC(=O)c1c(NC(=O)COc2ccccc2)sc(Cc2ccc3c(c2)OCO3)c1C	3.4
O=C(NC(c1ccccc1)c1ccccc1)C12CC3CC(CC(O)(C3)C1)C2	-8.2
O=C(CC1CCCC1)NCc1cccnc1	6.8
CCOC(=O)/C=C/c1ccc(NC(=O)c2ccc(CN3CCOCC3)cc2)cc1	4.6
Cc1nnc(NC(=O)c2csc(NCC(C)C)n2)s1	10.9
CCN(CC)c1ccc(Nc2nc(-c3c(C)nc4sccn34)cs2)cc1	30.9
O=C(COC(=O)CCNS(=O)(=O)c1ccccc1)Nc1cc(Cl)ccc1Cl	6.6
O=C(O)c1ccc(CNCCCN2CCOCC2)cc1	2.5
Cc1ccc2nc(C)c(C(=O)NCCCOCC(C)C)cc2c1	?
CSc1ccc(CCNC(=O)CCc2nnc3ccc(NCc4ccc(Cl)cc4)nn23)cc1	2.1
CCCN(Cc1nnc(-c2ccccc2Cl)o1)C(=O)c1ccc(S(=O)(=O)N2CCCC2)cc1	-0.1
CC1(C)CC(NC(=S)Nc2ccc(Cl)cc2)CC(C)(C)N1	9.2
COc1ccc(C(=O)C(Br)C(=O)c2ccc(OC)cc2)cc1	-7.9
CC(=O)Nc1ccccc1C(=O)N1CCN(C(c2ccccc2)c2ccccc2)CC1	5.8
Cc1cc2c(nc1C)oc1c(=O)n(CC(=O)N3CCCCC3)cnc12	-6.7
Cc1ccc(CN(C(=O)Cc2coc3ccc(C(C)C)cc23)C2CCS(=O)(=O)C2)cc1 (configuration not stated)	7.8
COc1cc(COc2cccc(C(C)=O)c2)c(OC)cc1Br	6.4
CC(=O)Nc1ccc(NC(=O)C(C)Sc2nc(C(F)(F)F)nc3ccccc23)cc1 (configuration not stated)	-2.9
Cc1cccc2c(C(=O)Nc3ccc(C(=O)N(C)C)cc3)cc(C3CC3)nc12	0.3
CCc1ccccc1NC(=O)COC(=O)c1ccc2ccccc2n1	2.7
C=C(C)c1cc2c(s1)c1cnn(Cc3ccccc3F)c(=O)c1n2C	-2.2
COc1ccc(NC(=O)COc2ccc(F)cc2)c2cccnc12	-8.2
COc1ccc(NC(=O)N2CCN(Cc3ccccc3C)CC2)cc1OC	1.2
C=CC#CCCCc1ccc(OC(=O)c2ccc(C(=O)Oc3ccc(CCCC#CC=C)cc3C)cc2)c(C)c1	1.3
Cc1cccc(NC(=O)c2cccn3c(-c4ccc(F)cc4)nnc23)c1C	1.7
CC(=O)NNC(=S)Nc1ccc(Cl)cc1	0.8
COC(=O)Oc1ccc2c(=O)c(Oc3ccc(C)cc3)coc2c1	-1.1

(list continues)
molecule	LDHA block
CCN(CC)S(=O)(=O)c1ccc2c(c1)nc(SCC(=O)Nc1ccc3c(c1)OCO3)n2CC	2.7
COC(=O)c1c(C)[nH]c(C(=O)C(C)OC(=O)c2cccc(Cl)c2Cl)c1C (configuration not stated)	8.5
CCN1C(=O)C(O)(c2c[nH]c3ccccc23)c2ccccc21 (configuration not stated)	-13.0
CCN(CC)CC#CC(OC)(c1ccccc1)C1CCCC1 (configuration not stated)	0.9
O=C(CCl)NC(NC(=O)CCl)c1ccccc1F	2.7
O=C(NCc1ccc(OCC(F)(F)F)cc1)C1CCN(c2nc3ccccc3o2)CC1	4.1
CCCCCCn1nc(C(=O)Nc2ccc(OC)c(OC)c2)c2ccccc2c1=O	10.8
Cc1ccc(S(=O)(=O)NCC(=O)OCc2cc(=O)oc3c(C)c(C)ccc23)cc1	-1.7
CNS(=O)(=O)c1ccc(NC(=O)CCc2c(C)nc3c4ccccc4nn3c2C)cc1	0.2
COc1ccc(OCCOC(=O)C2Cc3ccccc3C(=O)O2)cc1 (configuration not stated)	2.7
CCOC(=O)C(=CNC(N)=O)C(=O)OCC	10.7
N#Cc1cn(CC(=O)NCc2ccccc2)c2ccccc12	1.1
COc1ccc(NC(=O)c2n[nH]c3ccccc23)cc1NS(=O)(=O)c1ccc(F)cc1	-3.8
CC(NC(=O)CC12CC3CC(CC(C3)C1)C2)C12CC3CC(CC(C3)C1)C2 (configuration not stated)	7.0
O=C1CCC/C(=N/NC(=O)c2ccc(Cl)cc2)C1	6.2
CCc1ccc(NC(=O)Cn2ccn(-c3ccc(OC)c(OC)c3)c(=O)c2=O)cc1	-0.2
COC(=O)c1ccc(COC(=O)c2ccccc2Cl)cc1	-11.6
CCOc1ncccc1C(=O)Nc1cc(S(=O)(=O)N(C)C)ccc1C	-4.7
CC1(C)CC(=O)C2=C(C1)NC(=O)CC2c1cccc(OCc2ccccc2)c1 (configuration not stated)	2.5
Cc1cccc(-c2nc(-c3cc4ccc(C)cc4[nH]c3=O)no2)c1	-19.1
COC(=O)c1c(C)[nH]c(-c2ccc(OC)cc2F)c1C1C(=O)Nc2ccccc21 (configuration not stated)	0.6
N#Cc1cccc(/C=C2/CCOc3ccc(Br)cc3C2=O)c1	2.8
CN(CC(=O)NC(C)(C)C)C(=O)c1cc2ccccc2oc1=O	-3.9
CC(C(=O)N1CCNC1=O)N(C)Cc1ccc(Cl)c(Cl)c1 (configuration not stated)	12.1
COc1cc(C(=O)NC2CCCc3ccccc32)ccc1C (configuration not stated)	4.2
Cc1cc(C)c(NC(=O)CN(C)CC(=O)NC(=O)NCc2ccccc2)c(C)c1	-1.9
Cc1ccc(-c2nc3ccccc3c(C(=O)O)c2C)s1	8.3
O=C(O)C/C(=C/c1cc(Br)cs1)c1nc2ccccc2o1	13.1
Cc1cc(C(=O)OCC(=O)Nc2ccc(C)c(C)c2)c2ccccc2n1	3.9
COCCn1cnnc1SC(C)c1ccc(F)cc1 (configuration not stated)	2.6
Cc1ccc(C(=O)N(Cc2ccco2)C2CC2)s1	6.3
CCCCN(Cc1cc2cc(C)ccc2[nH]c1=O)C(=O)c1ccc(OC)c(OC)c1	0.9
Cn1c(=O)n(C)c2cc(N3CCCCC3)c(NC(=O)COc3ccc(Cl)cc3)cc21	-1.2
CCOC(=O)CN1C(=O)C2(CC(=O)Nc3[nH]ncc32)c2ccccc21 (configuration not stated)	-5.7
COc1ccc(C(=O)c2sc(Nc3c(C)cccc3C)nc2N)cc1OC	1.4
O=C(O)CC(c1cccnc1)c1c[nH]c2ccccc12 (configuration not stated)	4.8
CC(=O)Nc1ccc(C(=O)C(C)Sc2ccc(C(F)(F)F)cn2)cc1 (configuration not stated)	3.6
Cc1ccc(-c2nc3cc(NC(=O)c4cccs4)ccc3o2)cc1C	8.3
Clc1cc(Cl)c(N/N=C/c2cccc(Cl)c2Cl)c(Cl)c1	-20.9
CCOC(=O)C(N)c1ccc(Cl)cc1 (configuration not stated)	9.3
O=C(O)C(c1c[nH]c2cc(Br)ccc12)N1CCN(Cc2ccc(Cl)cc2Cl)CC1 (configuration not stated)	-4.8
Cc1ccc2c(COC(=O)c3cc(S(=O)(=O)N(C)C)ccc3N3CCOCC3)cc(=O)oc2c1	6.4
Cc1nc(-c2ccc(S(=O)(=O)Nc3ccc(C)c(C)c3)cc2)co1	5.1
CC(C)(C)NC(=O)CN1CCN(C(=O)c2cc3cc(F)ccc3[nH]2)CC1	-0.1
COc1cccc(CCNC(=O)CC(C)(C)C)c1	-0.4
COCCNC(=O)COc1ccc2c(C)c(Cc3ccccc3)c(=O)oc2c1C	-7.9
FC(F)(F)c1cnc(Sc2nnc3ccccn23)c(Cl)c1	7.3
O=C(CN1CCN(c2ncccn2)CC1)N1N=C(c2cc3ccccc3o2)CC1c1ccco1 (configuration not stated)	8.7
CC(=O)c1c(C)[nH]c(C(=O)OC(C)C(=O)c2ccc(F)c(F)c2)c1C (configuration not stated)	10.5
CCN(CC)CCCNc1oc(-c2ccccc2F)nc1C#N	-0.7

Later entries
molecule	LDHA block
Fc1ccc(-c2nc(-c3ccccc3)no2)cc1	-1.5
COC(=O)c1ccc(CCNC(=O)c2cccc(OC)c2)cc1	-0.1
CC(C)CNC(=O)C1CCN(c2ncnc3nc[nH]c23)CC1	-1.3
O=C(C(Sc1n[nH]c(-c2ccccc2)n1)c1ccccc1)N1CCOCC1 (configuration not stated)	3.4
C=CCNC(=O)/C=C/c1cccc(OC)c1	1.0
Cc1ccc(O)c(NC(=O)COc2ccc3c(=O)c(-c4ccccc4)c(C)oc3c2)c1	-3.2
O=C(Nc1ccc(-n2cccn2)c(F)c1)C1CCN(C(=O)c2cccs2)CC1	3.4
CCN(CC)CCSCCOC(=O)c1oc2ccccc2c1C	-0.3
CS(=O)(=O)N1CCCc2cc(C(=O)CSc3ccc(F)c(F)c3)ccc21	0.0
CCCC(C)NC(=O)c1csc(CC)c1 (configuration not stated)	7.8

4 of these compounds, set out differently:
CCOC(=O)c1ccc(Nc2nc3ccccc3nc2NS(=O)(=O)c2ccc(C)cc2C)cc1
  LDHA block = 1.9
CCCN(Cc1nnc(-c2ccccc2Cl)o1)C(=O)c1ccc(S(=O)(=O)N2CCCC2)cc1
  LDHA block = -0.1
CCc1ccccc1NC(=O)COC(=O)c1ccc2ccccc2n1
  LDHA block = 2.7
Clc1cc(Cl)c(N/N=C/c2cccc(Cl)c2Cl)c(Cl)c1
  LDHA block = -20.9

The list goes on.
molecule	LDHA block
CC(C)(C)c1cc(C(=O)NCC(=O)O)cc(C(C)(C)C)c1	5.5
CCOC(=O)c1cnc2ccc(OCC)cc2c1Nc1ccccc1OCC	0.7
CCC(O)CCCCCCCC(O)CC (configuration not stated)	-2.0
Cc1ccccc1C(=O)Nc1nc(-c2cc3ccccc3oc2=O)cs1	5.8
COC(=O)Cc1c(C)nc2nc(NCc3cc(F)cc(F)c3)[nH]n2c1=O	-5.4
CC(C(=O)NC(=O)NC1CCCC1)N(C)Cc1cccc(F)c1 (configuration not stated)	-4.4
COc1ccc(-c2cc(-c3nc(-c4ccc(Br)cc4)no3)[nH]n2)c(OC)c1	4.5
COc1cc(OC)c(OC)cc1/C=C/C(=O)c1sc(-c2ccc(O)cc2)nc1C	49.2
CC[N+](CC)(CC)Cc1ccc(C#N)o1	-5.4
CC(C)CNC(=O)COC(=O)c1n[nH]c(=O)c2ccccc12	0.1
COc1ccc(Br)c(C(=O)Nc2ccc3oc(=O)ccc3c2)c1	-4.8
COc1ccc(NC(=O)CSc2nc3c(=O)[nH]cnc3n2-c2ccc(C)cc2)cc1OC	-0.8
CNC(=O)c1ccc(-c2nc(CN3CCN(C(=O)Nc4cccc(OC)c4)CC3)c(C)o2)cc1	9.2
CCOC(=O)C1CCN([C@H]2CS(=O)(=O)C[C@@H]2S(=O)(=O)c2ccc(OCC)cc2)CC1	-6.6
CCOC(=O)C(C)Oc1ccc2c(=O)c(-c3csc(C)n3)coc2c1 (configuration not stated)	13.1
COC(=O)c1ccc(C2/C(=C(\O)c3ccc(F)cc3)C(=O)C(=O)N2c2ccccn2)cc1 (configuration not stated)	-5.2

High-throughput results from PubChem.

An excerpt; rates above refer to the full screens.
